FLuc counter = counter-screen for miR-21 project: firefly luciferase inhibitors or activators. purified FLuc, Km substrates, luminescence inhibition. Potency, µM (doses to about 57.5 µM), inactives show top-dose activity change, negative = inhibition, actives largely listed as inhibitors. P08659. 360,000 tested, 6.9% active;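 also: potency is read from the fitted curve at half-maximal effect; plate controls were vehicle for no effect and reference inhibitor for full effect; nearly all actives have a fitted effect of over 55% in size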
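Biochemical qHTS of compounds, final roughly 60 µM downward over six points, against 10 nM purified firefly luciferase using Km concentrations of substrates (10 uM D-luciferin, 10 uM ATP) in Tris acetate pH 7.5 buffer; luminescence output.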
p53 reactivator = re-activators of mutant p53; H1299 p53-A138V BP100-luciferase reporter, luminescence, 24 h; Potency, µM (top dose mostly 92.2 µM), for the others: at the highest dose activity change, positive = activation, most hits filed as activators; 320,000 tested, 0.063% active; AID 504706; also: potency is read from the fitted curve at half-maximal effect; % of control where 0% means no effect; nearly all actives have a fitted effect of over 45% in size
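H1299 (p53-null), stable ts p53-A138V + BP100-Luc; 1000 cells/well, Opti-MEM/10% FBS; cpd 4 pt, 1:5; 24 h, 37 deg C, 5% CO2; detection reagent 10 min RT; luminescence.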
NPC1 promoter act = activates the NPC1 promoter | Potency, µM (doses to about 9.22 µM), for the others: top-dose activation, hits mostly activators | Huh7 NPC1 promoter luciferase reporter, 24 h | 320,000 tested, 2.4% active;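 also: potency is read from the fitted curve at half-maximal effect; % of control where 0% means no effect; nearly all actives have a fitted effect of over 60% in size; reporter is driven by a mutant NPC1 promoter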
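Luminescence from an NPC1 promoter-driven luciferase reporter in stably transfected Huh7 cells was measured after 24 h compound treatment at 37 °C, followed by 10 min ambient incubation with luciferase detection reagent.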
BRCA1 expr act = BRCA1 expression activation; Potency, µM (titrated, usually from 46.1 µM), without a hit: top-dose activation, actives largely listed as activators; MCF7-BRCA1-FFLuc reporter, luminescence, 48 h; response scale: scaled: vehicle 0%, 10 µM genistein 100%; 380,000 tested, 1.1% active; also: potency is read from the fitted curve at half-maximal effect; nearly all actives have a fitted effect of over 80% in size; some results filed as inactive show a strong effect at the top dose
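MCF7 cells carrying a BRCA1-firefly luciferase reporter (2000 cells/well, phenol-red free MEM) were attached for 2 h at 37 °C, then given compounds for 48 h. Luminescence was read 15 min after luciferase reagent; activity normalized to genistein (10 microM) and DMSO.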
Giardia killer = kills Giardia lamblia; Giardia lamblia trophozoite viability; activity change, % at 7.66 µM, hits read low; 340,000 tested, 0.15% active; AID 540267; in the data active = activity change below about -80%; inconclusive = between about -30% and that limit;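 also: parasites exposed to compound for two days anaerobically before the ATP read; % is scaled to controls: 0 for no effect and ±100 for the full control effect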
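Giardia lamblia trophozoites (100 cells/well) were incubated with compounds for 48 h at 37 deg C under anaerobic conditions. Viability was read as ATP content by one-step luminescence after 15-30 min at room temperature.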
ELG1 genotox = inducers of genotoxicity in HEK293T ELG1-luciferase cells; HEK293T ELG1-luciferase reporter, luminescence, 16 h; Potency, µM (highest dose often 46 µM), without a hit: top-dose activity change, positive = activation, usual class: activators; 330,000 tested, 1.3% active; AID 504466; also: potency is read from the fitted curve at half-maximal effect; % of control where 0% means no effect; nearly all actives have a fitted effect of over 60% in size
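HEK293T cells expressing luciferase-tagged ELG1 were treated with compound or DMSO for 16 hr at 37°C. Luciferase activity was then read after 30 min with ONE-Glo at room temperature; rising signal flags genetic stress.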
Rab9 prom act = activators of Rab9 promoter; 320,000 tested, 2.8% active; Huh7 Rab9 promoter-luciferase reporter, luminescence, 24 h; Potency, µM (titrated, usually from 9.22 µM), inactives show at the top dose activation, negative = inhibition, most hits filed as activators; also: potency is read from the fitted curve at half-maximal effect; % of control where 0% means no effect; nearly all actives have a fitted effect of over 60% in size
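Quantitative HTS format; Huh7 Rab9-luciferase reporter cells (1500/well) receive compound 2 h post-plating, incubate 24 h at 37 °C, then get luciferase reagent for 10 min before luminescence reading.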
RORg inh = inhibitors of mouse ROR gamma transcriptional activity | Potency, µM (highest dose often 53.6 µM), without a hit: at the top dose activity change, negative = inhibition, hits mostly inhibitors | Drosophila S2 Gal4-RORgamma UAS-luciferase reporter, 20 h | 310,000 tested, 5.4% active | AID 2551 | P51450; also: potency is read from the fitted curve at half-maximal effect; % is scaled to controls: 0 for no effect and ±100 for the full control effect; nearly all actives have a fitted effect of over 60% in size
Target sequence (P51450 whole entry, looked up, the tested form may be a part): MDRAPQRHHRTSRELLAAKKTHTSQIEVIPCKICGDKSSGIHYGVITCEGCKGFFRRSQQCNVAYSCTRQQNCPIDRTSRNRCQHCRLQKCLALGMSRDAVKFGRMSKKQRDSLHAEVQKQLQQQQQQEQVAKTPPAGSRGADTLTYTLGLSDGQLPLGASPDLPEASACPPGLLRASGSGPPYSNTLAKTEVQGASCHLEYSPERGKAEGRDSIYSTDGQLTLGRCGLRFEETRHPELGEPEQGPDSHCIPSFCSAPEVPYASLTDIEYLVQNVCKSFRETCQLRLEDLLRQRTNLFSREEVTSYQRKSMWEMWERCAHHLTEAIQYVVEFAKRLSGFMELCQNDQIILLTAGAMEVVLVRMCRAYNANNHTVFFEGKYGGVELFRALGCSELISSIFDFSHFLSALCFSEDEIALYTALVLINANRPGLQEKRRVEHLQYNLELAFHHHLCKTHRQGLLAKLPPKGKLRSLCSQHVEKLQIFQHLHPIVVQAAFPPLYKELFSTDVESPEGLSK
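ROR gamma transcriptional activity was tracked as Gal4-UAS luciferase output in stably transfected Drosophila Schneider cells, with compound added 1 hr before 700 uM copper sulfate induction and a 20 hr ambient-temperature incubation.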
Gal4-VP16 FLuc = counter-screen for ROR gamma inhibitors: Gal4-VP16 reporter. Drosophila S2 Gal4-VP16 UAS-luciferase, luminescence, 20 h. Potency, µM (titrated, usually from 53.6 µM), for inactives: at the top dose activity, negative = inhibition, actives largely listed as inhibitors. 310,000 tested, 3.5% active;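 also: Gal4-VP16 expression switched on by copper sulfate through the metallothionein promoter; potency is read from the fitted curve at half-maximal effect; % is scaled to controls: 0 for no effect and ±100 for the full control effect; nearly all actives have a fitted effect of over 50% in size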
PKM2 act = increases activity of human pyruvate kinase M2. P14618. purified PKM2, Kinase-Glo ATP luminescence, activation; response scale: 0% is enzyme alone, no compound. Potency, µM (top dose mostly 57.5 µM), inactives show at the highest dose activation, hits mostly activators. 260,000 tested, 0.34% active; also: potency is read from the fitted curve at half-maximal effect; % is scaled to controls: 0 for no effect and ±100 for the full control effect; nearly all actives have a fitted effect of over 55% in size
Target sequence (P14618 whole entry, looked up): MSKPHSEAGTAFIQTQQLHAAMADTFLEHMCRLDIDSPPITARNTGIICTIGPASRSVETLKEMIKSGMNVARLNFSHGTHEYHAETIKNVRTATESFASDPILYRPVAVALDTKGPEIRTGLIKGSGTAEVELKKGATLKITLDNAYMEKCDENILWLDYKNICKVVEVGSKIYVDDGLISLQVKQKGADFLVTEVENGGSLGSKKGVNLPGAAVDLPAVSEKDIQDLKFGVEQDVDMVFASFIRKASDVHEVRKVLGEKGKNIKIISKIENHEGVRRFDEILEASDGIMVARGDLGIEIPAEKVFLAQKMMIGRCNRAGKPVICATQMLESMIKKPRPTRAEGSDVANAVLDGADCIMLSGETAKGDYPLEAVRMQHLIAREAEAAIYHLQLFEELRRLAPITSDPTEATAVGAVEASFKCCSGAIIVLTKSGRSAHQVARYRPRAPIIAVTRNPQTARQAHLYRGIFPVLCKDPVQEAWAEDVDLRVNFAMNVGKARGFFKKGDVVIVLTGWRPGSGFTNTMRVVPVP
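ATP formation by purified human PK-M2, quantified via coupled luciferase luminescence after 1 h at room temperature with 0.1 mM ADP and 0.5 mM PEP final.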
Menin-MLL TR inh = menin-MLL binding inhibition, Texas Red mutant peptide; Potency, µM (doses to about 61.6 µM), without a hit: at the top dose FP activity change, negative = inhibition, hits mostly inhibitors; 270,000 tested, 0.23% active; Menin + Texas Red MLL mutant peptide, fluorescence polarization; active = well fitted inhibition curve with a large enough effect in the polarisation, with a control signal flat, not every such curve was filed as active; inconclusive = small, poorly fitted or top-dose-only effect, or effect the other way, or a change in a side signal; inactive = no such curve, though single readings can be large or run the other way; the % refers to the polarisation; also: potency is read from the fitted curve at half-maximal effect; % of control where 0% means no effect; many of its hits are not listed in these tables
The depositor's hits bear a star; ? = inconclusive; · = not tested or not shown; & = joins results of further samples; [ ] = another dose, or the depositor's remark. Unless noted, calls follow the shape of the dose curve; as a rule, active = well fitted curve in the direction sought with a large enough effect; inconclusive = small, poorly fitted or top-dose-only effect, or another doubt; inactive = no such curve, though single readings can be large; an effect the other way counts as inactive or inconclusive. These rows are one share of the data; rates above refer to the full screens.

Assay codes – A = FLuc counter; B = p53 reactivator; C = NPC1 promoter act; D = BRCA1 expr act; E = Giardia killer; F = ELG1 genotox; G = Rab9 prom act; H = RORg inh; I = Gal4-VP16 FLuc; J = PKM2 act; K = Menin-MLL TR inh
CC(C)CN(C(=O)C1=NN(c2ccccc2)C(=O)CC1)c1c(N)n(Cc2ccccc2)c(=O)[nH]c1=O
  A = -1%; B = 1%; C = -7%; D = -4%; E = 10; F = -2%; G = 0%; H = ·; I = ·; J = ·; K = ·
COC(=O)COn1c(SC(C)C)nc2ccccc2c1=O
  A = 0%; B = -1%; C = 0%; D = -3%; E = 0; F = 7%; G = 0%; H = -7%; I = 0%; J = -1%; K = -1%
CN(C)c1ccnc(-n2cccc2/C=N/OCc2ccc(F)cc2Cl)c1C#N
  A = -1%; B = -3%; C = -2%; D = -1%; E = 31[activator]; F = -2%; G = -4%; H = 7%; I = 4%; J = -1%; K = 5%
CCOc1ccc(NC(=O)c2ccc(Cn3nc(C)cc3C)o2)cc1
  A = ?; B = -11%; C = -1%; D = -7%; E = 1; F = -9%; G = 1%; H = 2%; I = -6%; J = 6%; K = -7%
COc1cc(OC)c(NC(=O)c2sc3ncn(CC(=O)N4CCN(c5ccccn5)CC4)c(=O)c3c2C)cc1Cl
  A = -1%; B = -3%; C = -5%; D = -6%; E = 9; F = 2%; G = -3%; H = 13%; I = -9%; J = ·; K = ·
COC(=O)c1ccc(N2CCN(S(=O)(=O)c3ccc(C)cc3)CC2)c([N+](=O)[O-])c1
  A = -3%; B = -5%; C = -1%; D = 5%; E = 18; F = -15%; G = -5%; H = ?; I = -11%; J = 11%; K = 19%
COc1ccccc1/C=N/NC(=O)c1cc2c(OC)c(OC)ccc2[nH]1
  A = 13µM*; B = 3%; C = -9%; D = -32%; E = -1; F = 1%; G = -2%; H = -16%; I = 2%; J = ·; K = ?
CCC(=O)NC(c1cc(Cl)c2cccnc2c1O)C(C)C (configuration not stated)
  A = 1%&1%; B = ?; C = -34%&-37%[inhibitor]; D = -59%; E = 3; F = 11%; G = -30%&-5%[inhibitor]; H = ·; I = ·; J = ·; K = ·
O=C(Nc1cccc([N+](=O)[O-])c1)c1ccc2nsnc2c1
  A = -27%; B = 1%; C = -1%; D = 26%; E = 3; F = -1%; G = -1%; H = 35%; I = 29%; J = -2%; K = ·
CN1CC(=O)N(CC(=O)Nc2cccc(S(=O)(=O)N3CCOCC3)c2)C1=O
  A = -1%; B = -2%; C = 1%; D = 0%; E = -10; F = 3%; G = -1%; H = ?; I = 5%[10 µM]; J = -1%; K = 16%
CCOC(=O)c1c(C)nc2ccccc2c1C
  A = ?; B = -2%; C = 2%; D = 0%; E = -4; F = 2%; G = 0%; H = -3%; I = 19%; J = -14%; K = ·
O=C(O)C1CCCN1S(=O)(=O)c1ccc2ccccc2c1 (configuration not stated)
  A = 2%; B = -6%; C = -1%; D = 40%; E = -4; F = -1%; G = -2%; H = -36%; I = -2%; J = -2%; K = 9%
COc1ccc2[nH]c(C(=O)N3CCC(n4nccc4NC(=O)C4CC4)CC3)c(C)c2c1
  A = -1%; B = 2%; C = -8%; D = -12%; E = 22; F = 2%; G = -9%; H = 16%; I = -4%; J = ·; K = ·
Cc1cccc(NC(=S)NCc2ccco2)n1
  A = -3%; B = 1%; C = 15%; D = -8%; E = -7; F = 0%; G = 0%; H = 1.3µM*; I = 4.5µM*; J = 5%; K = -2%
C#CCn1c(S(=O)(=O)Cc2ccccc2Cl)nc(-c2ccccc2)c1-c1ccccc1
  A = 6%; B = -5%; C = -3%; D = -6%; E = 1; F = -5%; G = -5%; H = -2%; I = 0%; J = 3%; K = 8%
CC(C)C(NC(=O)C1CCCCC1)C(=O)Nc1ccccn1 (configuration not stated)
  A = -1%; B = -17%; C = -4%; D = -10%; E = 1; F = 0%; G = -3%; H = -6%; I = 1%; J = 2%; K = -19%
C/C(CC1CC(COCC(C)C)OC1=O)=N\NC(N)=S (configuration not stated)
  A = 1%; B = 2%; C = -3%; D = 1%; E = 7; F = 2%; G = -11%; H = ?; I = 2%; J = -6%; K = 3%
COc1ccc(C(C(=O)NC2CCCCC2)N(Cc2ccco2)C(=O)c2ccccn2)c(OC)c1 (configuration not stated)
  A = 0%; B = -3%; C = 4%; D = -17%; E = -11; F = -3%; G = 9%; H = -30%; I = -7%; J = 12%; K = -6%
Cc1onc(-c2ccccc2)c1C(=O)N1CCN(CCc2ccccc2)CC1
  A = 7%; B = 3%; C = 2%; D = 1%; E = -5; F = -1%; G = -1%; H = -4%; I = 5%; J = 7%; K = 5%
Cc1ccccc1C(=O)NCC(=O)OC(C)C(=O)Nc1cccc(S(=O)(=O)N2CCOCC2)c1 (configuration not stated)
  A = 3%; B = 2%; C = 2%; D = -12%; E = -12; F = 2%; G = 1%; H = ·; I = ·; J = ·; K = ·
COc1cc(/C=N/NC(=O)COc2ccccc2C)ccc1OC(=O)c1cccs1
  A = -1%; B = -5%; C = 0%; D = 3%; E = 0; F = -2%; G = -15%; H = -15%; I = -2%; J = 0%; K = 15%
Clc1cccc(/C=N/Nc2ncnc3ccccc23)c1
  A = 4.8µM*; B = ?; C = ?; D = 1%; E = 2; F = ?; G = 4µM*; H = 1.3µM*; I = 4.5µM*; J = -4%; K = ?
COC(=O)/C=C1\SC(=NC(=O)c2cccc([N+](=O)[O-])c2)NC1=O
  A = ?; B = 5%; C = 18%; D = 4%; E = 5; F = 3%; G = 30%; H = -1%; I = 2%; J = 7%; K = ?
CCCOc1ccc(C(=O)Nc2ccc(CN3CCOCC3)cc2)cc1
  A = 13µM*; B = -3%; C = 8%; D = -9%; E = 26; F = 1%; G = -1%; H = 1%; I = -13%; J = -2%[11.5 µM]; K = -1%
Cc1ccc(C(=O)OCc2nnc(-c3ccccc3)o2)cc1S(=O)(=O)N1CCOCC1
  A = -6%; B = 0%; C = 3%; D = 1%; E = 3; F = 19%; G = 5%; H = ·; I = ·; J = ·; K = ·
Cc1ccc2nc(SC(C)C(=O)NCc3ccco3)[nH]c2c1 (configuration not stated)
  A = -7%; B = 11%; C = 2%; D = -25%; E = 8; F = 0%; G = 1%; H = 19%; I = 4%; J = -1%; K = 18%
COc1ccc(NC(=O)CSc2cc(C(=O)c3nccn3C)c3ccccc3n2)cc1
  A = -18%; B = -5%; C = -1%; D = -27%; E = 2; F = -9%; G = -11%; H = 22%; I = ?; J = -1%; K = -10%
CC(=O)Nc1ccc(NS(=O)(=O)c2ccc3ccccc3c2)cc1
  A = -1%; B = -2%; C = 1%; D = -1%; E = -8; F = -1%; G = 9%; H = -2%; I = 4%; J = 9%; K = 18%
COCc1cc(C)n(CC(=O)Nc2ccccc2C(=O)OC)c(=O)c1C#N
  A = 6%; B = 19%; C = -7%; D = -30%; E = -10; F = -3%; G = 3%; H = 23%; I = -5%; J = -2%; K = 16%
O=c1[nH]ncn1-c1ccccc1C(F)(F)F
  A = -1%; B = 21%; C = -2%; D = -1%; E = 5; F = 0%; G = -9%; H = -9%; I = 1%; J = 1%; K = -2%
O=S(=O)(NCCO)c1cccc2cccnc12
  A = 7%; B = -1%; C = -4%; D = 7%; E = -12; F = 2%; G = 2%; H = ?; I = 2%; J = -2%; K = 0%
COc1ccccc1NC(=O)c1cc(-c2ccc(OC)c(OC)c2)nc2ccccc12
  A = 9.5µM*; B = -2%; C = 0%; D = -9%; E = 5; F = -1%; G = 2%; H = 23%; I = 2%; J = ·; K = 5%
Cc1cccc(COc2ccc(/C=C3/C(=O)N(C)C(=S)N3C)cc2)c1
  A = 2%; B = 12%; C = -5%; D = -10%; E = 10; F = -6%; G = -2%; H = 0%; I = 1%; J = 9%; K = 0%
Cc1ccc(S(=O)(=O)N2CCC(=O)N(CCOC(=O)NCc3ccccc3)CC2)cc1
  A = -5%; B = 15%; C = -4%; D = 16%; E = 20; F = 2%; G = -3%; H = 16%; I = -5%; J = 10%; K = 12%
CCCN(CCC)S(=O)(=O)c1cccc(C(=O)Nc2ccc3c(c2)OCO3)c1
  A = -11%; B = 7%; C = -1%; D = -10%; E = 4; F = -11%; G = -4%; H = ?; I = 3%; J = 2%; K = 4%
